Screens from PubChem.
Pf growth 96h = inhibits malaria parasite growth, 96 h. P. falciparum luciferase reporter growth, 96 h. Potency, µM (highest dose often 28.7 µM), inactives show at the top dose activity change, negative = inhibition, usual class: inhibitors. 320,000 compounds, 6.9% hits. AID 504834; note: potency is the fitted concentration of half-maximal effect; % is set by controls: 0 for no effect and ±100 for the full control effect
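Plates of compound plus infected erythrocytes (2% hematocrit, 0.05% parasitemia final) incubate 96 hours, 37 C, 5% CO2. Detection reagent added; reduced luminescence from the parasites' luciferase reporter flags inhibition.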
Shiga toxin inh = inhibitors of Shiga toxin in Vero cells; 290,000 compounds, 9.2% hits; Vero cells, Shiga toxin protein synthesis inhibition reporter; inhibition, % at 38.7 µM; AID 2315; in the data active = inhibition mostly above about 28%, no sharp cut-off; inactive = mostly below about 43%; note: 0% is about no effect
CHX counter = counter-screen for Shiga toxin inhibitors: cycloheximide protein synthesis inhibition | cell reporter, cycloheximide protein synthesis inhibition counterscreen | max response, % | 300,000 compounds, 12% hits; in the data active = max response mostly above about 13%, no sharp cut-off; inactive = mostly below about 14%; note: read at 38.3 µM for the half of the compounds with a filed dose; 0% is about no effect
Giardia FBPA inh = inhibitors of Giardia lamblia fructose-1,6-bisphosphate aldolase | purified Giardia FBPA | A8B2U2 | AID 2451 | Potency, µM (highest dose often 59.6 µM), for inactives: at the highest dose activity, negative = inhibition, actives largely listed as inhibitors | 290,000 compounds, 0.71% hits; note: potency is the fitted concentration of half-maximal effect; % is set by controls: 0 for no effect and ±100 for the full control effect; nearly all actives have a fitted effect of over 55% in size
Target sequence (A8B2U2 whole entry, looked up): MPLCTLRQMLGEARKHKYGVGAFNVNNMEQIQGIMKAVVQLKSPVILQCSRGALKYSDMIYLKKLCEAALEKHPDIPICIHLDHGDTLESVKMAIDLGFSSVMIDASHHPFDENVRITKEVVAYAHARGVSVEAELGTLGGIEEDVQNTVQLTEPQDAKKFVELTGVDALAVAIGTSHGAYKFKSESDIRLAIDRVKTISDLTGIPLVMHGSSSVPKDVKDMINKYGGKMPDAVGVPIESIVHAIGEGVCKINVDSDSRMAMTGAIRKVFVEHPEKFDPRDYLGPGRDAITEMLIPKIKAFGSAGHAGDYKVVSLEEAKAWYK
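Giardia FBPA (40 nM reagent) was preincubated 10 min at RT with compound (up to 57.5 uM final), then substrate plus GAPDH/TPI/NAD/arsenate coupling system with diaphorase/resazurin was added; resorufin fluorescence (525/598 nm) was read after 20 min.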
HCV inhibitor = HCV inhibition. Huh7.5.1 HCVcc-Cre infection, luciferase reporter, 44 h. 340,000 compounds, 3.4% hits. Potency, µM (titrated, usually from 41.8 µM), without a hit: at the top dose activity change, negative = inhibition, usual class: inhibitors; note: potency is the fitted concentration of half-maximal effect; % is set by controls: 0 for no effect and ±100 for the full control effect
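1,000 cells/well; 4 h culture; + compound; + HCVcc-Cre (~0.5 moi); 44 h; luciferase substrate, RT 15 min; read 15 sec.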
Pf growth 48h = inhibits P. falciparum growth in the first generation, 48 h; P. falciparum luciferase growth in erythrocytes, 48 h; 310,000 compounds, 5.9% hits; Potency, µM (titrated, usually from 28.7 µM), inactives show at the highest dose activity change, negative = inhibition, actives largely listed as inhibitors; note: potency is the fitted concentration of half-maximal effect; % is set by controls: 0 for no effect and ±100 for the full control effect
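First compound was added to culture medium, then infected red cells at 0.1% parasitemia and 2% hematocrit (final). After incubation at 37 C under 5% CO2, luciferase detection reagent was dispensed and light output recorded.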
An asterisk follows results filed as active; ? = inconclusive; / = no result given; & = joins results of further samples; [ ] = another dose, or the depositor's remark. Unless noted, calls come from the whole dose curve; as a rule, active = well fitted curve in the direction sought with a large enough effect; inconclusive = small, poorly fitted or top-dose-only effect, or another doubt; inactive = no such curve, though single readings can be large; an effect the other way counts as inactive or inconclusive.

canonical_smiles	Pf growth 96h	Giardia FBPA inh	Shiga toxin inh	Pf growth 48h	CHX counter	HCV inhibitor
O=C(CCNC(=O)c1ccc(Cl)cc1)Nc1ccccc1Cl	13%	-5%	-6	3%	-9	15%
CCCNC(=O)c1onc(CSc2ccc(F)cc2)c1C(=O)NCCC	?	-10%	-3	?	-2	-22%
Cc1cccc(OCCNC(=O)c2cc(-n3cnnc3)ccc2Cl)c1	44%[activator]	/	-17	42%[activator]	-3	-8%
Cc1noc(C)c1COC(=O)[C@@H](NC(=O)c1ccccc1)C(C)C	-3%	0%	-3	0%	-1	9%
CCC1CSC(Nc2ccc(C(=O)/C=C/c3ccc(OC)c(OC)c3)cc2)=N1 (stereo not drawn)	?	7%	28*	?	14	?
O=C(Cn1ccccc1=O)Nc1ccc(Cl)c(S(=O)(=O)N2CCCCC2)c1	?	/	/	?	/	?
CCC(CC)c1nnc(NC(=O)C2=COCCO2)s1	66%[activator]	/	/	29%	/	?
CCc1ccccc1N(C(=O)Cn1nnc2ccccc21)C(C(=O)NCCOC)c1ccco1 (stereo not drawn)	-1%[5.75 µM]	3%	-4	/	-2	23%
CCC[C@@H]1CCCO[C@@](C(=O)NCc2ccc(S(C)(=O)=O)cc2)(C(F)(F)F)C1	/	1%	-3	/	5	9%
Cc1[nH]c(=O)[nH]c(=O)c1S(=O)(=O)N1CCCC(C(=O)NCCC2=CCCCC2)C1 (stereo not drawn)	?	-5%	-18	?	-2	0%
O=C(Nc1cccc(O)c1)c1ccccc1	-13%	3%	38*	49%[activator]	20*	-11%
COc1ccc(S(=O)(=O)N2CCC3(CC2)OCCN3S(=O)(=O)c2c(C)cc(C)cc2C)cc1	0.83µM*	/	/	1µM*	/	?
C=C(C)c1ccccc1NC(=O)CCN1C(=O)c2ccccc2S1(=O)=O	-21%	/	28	-23%	1	7%
COc1ccc(CCNC(=O)c2ccccc2NS(=O)(=O)c2cc(C(=O)O)ccc2OC)cc1	-3%	-9%	-6	-19%	-4	-7%
O=C(NCc1ccccn1)c1ccc2nc(-c3ccco3)c(-c3ccco3)nc2c1	/	2.8µM*	5	-20%	1	9%
Cc1nn(CC(=O)NCc2ccccc2Cl)c(C)c1[N+](=O)[O-]	?	2%	12	34%[activator]	1	16%
Cc1cccc(-n2c(SCC(N)=O)nc3c(c2=O)C2(CCCC2)Cc2ccccc2-3)c1	14%	13%	-21	17%	-6	?
COc1ccc(/C=C/C(=O)Nc2cc(C(F)(F)F)ccc2Cl)cc1OC	74%[activator]	1%	-5	?	-5	?
COc1cc2c(cc1NC(=O)COCC(=O)O)oc1ccccc12	45%[activator]	1%	17	34%[activator]	-1	2%
COc1cccc(OCc2nnc(-c3cccs3)o2)c1	25%	4%	33*	78%[activator]	33*	/
COc1cccc(COC(=O)c2cc(=O)[nH]c3ccc(S(=O)(=O)N4CCOCC4)cc23)c1OC	-9%	/	/	-6%	/	2%
C/C(=C(\C#N)C(=O)NC1CCCCC1)N(C)C	7%	7%	-20	-5%	-1	13%
COc1ccc(C(=O)NCc2nnc(SCC(=O)Nc3cc(OC)ccc3OC)o2)cc1	30%	16%	-9	15%	-5	4%
CCN(CC)CCCN(Cc1cc2cc3c(cc2[nH]c1=O)OCCO3)C(=O)Nc1ccc(F)cc1	?	-7%	78*	?	14*	-16%
CC(OC(=O)c1cc(=O)[nH]c2ccccc12)C(=O)N1C(C)CCCC1C (stereo not drawn)	-26%	/	/	?	/	1%
CCOC(=O)C1CCN(c2c(NCc3ccc(C(=O)NCCC(C)C)cc3)c(=O)c2=O)CC1	112%[activator]	0%	24	?	1	?
Cc1c(NC(=O)C(C)OC(=O)c2cc(-c3cccc4ccccc34)nc3ccccc23)c(=O)n(-c2ccccc2)n1C (stereo not drawn)	23%	-4%	-14	-2%	-3	11%
CN(CC(=O)Nc1ccc(N2CCOCC2)cc1)C(=O)c1cccc(Cl)c1Cl	7%	/	/	1%	/	5%
COc1cccc(C2C3=C(CCCC3=O)Nc3[nH]n(-c4ccccc4)c(=O)c32)c1 (stereo not drawn)	-18%	3%	25	-10%	-5	17%
Cc1cccc(C2=NNC(=O)C(c3ccc(Cl)cc3)C2)c1 (stereo not drawn)	?	1%	17	?	3	-14%
Cc1ccc(S(=O)(=O)Nc2cccc3cccnc23)c([N+](=O)[O-])c1	1%	-30%	-5&-11	2.6µM*	-2&9	?
O=C(CS(=O)(=O)Cc1ccccc1)Nc1nnc(C2CCCCC2)s1	/	5%	-2	-5%	16	5%
CC(C(=O)Nc1ccccc1Cl)c1ccc([N+](=O)[O-])cc1 (stereo not drawn)	20%[5.75 µM]	3%	11	?	-1	-7%
Cc1ccc(C(=O)N(Cc2cccs2)C2CCS(=O)(=O)C2)cc1 (stereo not drawn)	-27%	/	-6	5%	-4	-5%
Cn1nc(C(F)(F)F)c2cc(C(=O)O)sc21	-20%	12%	-2	-3%	8	6%
CCc1ccc(S(=O)(=O)NCC2(N3CCOCC3)CCCCC2)cc1	?	/	/	?	/	-7%
CCCCCC(=O)Nc1cccc(C2=NOC3(C2)C[C@H](C(N)=O)N(C(=O)c2ccccc2C(=O)c2ccccc2)C3)c1 (stereo partly drawn)	?	-6%	2	9.3µM*	-2	?
COc1ccccc1N(C)S(=O)(=O)c1ccc(Cl)c(C(=O)NCCCN2CCOCC2)c1	19%	-1%	11	-15%	6	9%
O=C(NNC(=S)Nc1ccc(Cl)cc1)c1ccccc1OC(F)F	?	?	12	?	2	?
COc1cccc(/C=N/NC(=O)CN2CC(c3ccccc3)CC2=O)c1OC (stereo not drawn)	21%	9%	-15	-10%	0	-7%
CCc1cccc(CC)c1NC(=O)C1CN(S(=O)(=O)c2ccccc2)CCN1S(=O)(=O)c1ccccc1 (stereo not drawn)	?	-1%	-2	?	-1	13µM*
Cc1nn(Cc2ccc(C(=O)NN)o2)c(C)c1Cl	?	1%	5	-18%	9	13µM*
CN(CC1COc2ccccc2O1)C(=S)NC1CCCCC1 (stereo not drawn)	?	-6%	59*	0%	25*	-20%
Cc1ccc(C(NC(=O)c2ccccc2)C(Cl)(Cl)Cl)cc1 (stereo not drawn)	?	-4%	27	12µM*	-3	?
COc1ccc(C(=O)N/C(=C\c2cc(OC)c(OC)cc2[N+](=O)[O-])C(=O)NCCO)cc1	6%	-24%	25	4%	-2	0%
COc1cccc(C(c2c(O)nc(SC)n(C)c2=O)c2c(O)nc(SC)n(C)c2=O)c1	70%[activator]	16%	-5	?	-3	5%
CCOc1ccccc1NC(=O)C(OC(=O)c1ccc(N(C)C)cc1)c1ccccc1 (stereo not drawn)	?	0%	-8	?	6	11µM*
COc1ccc(N/C(C)=C/C(=O)c2ccccc2)cc1	12µM*	-5%	164*	191%[activator]	64*	10µM*
O=C(c1cc2cc(Br)ccc2o1)N1CCCCC1	-19%	-10%	92*	51%[activator]	38*	1%
Fc1cccc(Cl)c1Cn1nnc2c(-n3ccnc3)ncnc21	?	9%	-17	?	8	-12%
O=C(O)c1ncc(-c2ccccc2)cn1	/	-16%	35	13%	-5	/
COC(=O)c1cc(C(=O)OCC(=O)Nc2ccccc2OC(F)F)cc([N+](=O)[O-])c1	18%	6%	-11	6%	-2	-2%
CCn1c(C(O)c2cc(OC)c(OC)c(OC)c2)nc2ccccc21 (stereo not drawn)	?	-13%	8	22%	4	-14%
COc1ccc(CCn2c(-c3ccc(C(C)(C)C)cc3)n[nH]c2=S)cc1OC	-1%	-6%	-14	-15%	-5	?
Cc1ccc(-n2c(C)cc(/C=C3/C(=O)NC(=O)N(C)C3=O)c2C)cc1	13%	0%	15	-20%	-3	-11%
O=C(CCCN1C(=O)/C(=C/c2ccccc2Cl)SC1=S)NNC(=O)c1ccncc1	?	4%	-9	?	-4	-20%
CC(=O)Nc1ccccc1-c1nc2ccc(C(=O)N3CCN(c4cccc(C)c4)C(C)C3)cc2[nH]c1=O (stereo not drawn)	6.6µM*	-14%	-11	/	-4	?
CC1=NN(C(=O)COc2ccccc2)C(O)(c2ccccc2)C1 (stereo not drawn)	5%	8%	-10	0%	-2	0%
CC(=O)CC(c1ccccc1)S(=O)(=O)c1ccc([N+](=O)[O-])cc1 (stereo not drawn)	38%[activator]	5%	-4	32%[activator]	-1	8%
C/C(=N\NC(=O)Cc1ccccc1[N+](=O)[O-])c1cccnc1	-22%	/	-10	23%	-1	1%

Looked up above:
Shiga toxin inh result of `O=C(CCCN1C(=O)/C(=C/c2ccccc2Cl)SC1=S)NNC(=O)c1ccncc1` : -9
Shiga toxin inh result of `CC(C(=O)Nc1ccccc1Cl)c1ccc([N+](=O)[O-])cc1` (stereo not drawn) : 11
Pf growth 48h result of `O=C(CS(=O)(=O)Cc1ccccc1)Nc1nnc(C2CCCCC2)s1` : -5%
HCV inhibitor result of `CCOc1ccccc1NC(=O)C(OC(=O)c1ccc(N(C)C)cc1)c1ccccc1` (stereo not drawn) : 11µM*
Giardia FBPA inh result of `O=C(O)c1ncc(-c2ccccc2)cn1` : -16%
Pf growth 48h result of `CC1=NN(C(=O)COc2ccccc2)C(O)(c2ccccc2)C1` (stereo not drawn) : 0%

Reprinted at random: 2 entries already listed
canonical_smiles	Pf growth 96h	Giardia FBPA inh	Shiga toxin inh	Pf growth 48h	CHX counter	HCV inhibitor
Cc1cccc(-n2c(SCC(N)=O)nc3c(c2=O)C2(CCCC2)Cc2ccccc2-3)c1	14%	13%	-21	17%	-6	?
CCC(CC)c1nnc(NC(=O)C2=COCCO2)s1	66%[activator]	/	/	29%	/	?

The listing continues.
canonical_smiles	Pf growth 96h	Giardia FBPA inh	Shiga toxin inh	Pf growth 48h	CHX counter	HCV inhibitor
O=C(NCC1CCCO1)c1cccc(NC(=O)c2ccco2)c1 (stereo not drawn)	/	5%	-11	24%	-1	-14%
Clc1cccc(CNCCCSc2ncccn2)c1Cl	12%	?	-3	0%	4	24%
COc1ccc(-c2cc(C(=O)NCC3CCCO3)c3ccccc3n2)c(OC)c1 (stereo not drawn)	?	-13%	2	-53%	-3	-30%
CCC(C)N(C)Cc1cccc(C2(O)CCN(S(=O)(=O)c3ccc(F)cc3)CC2)c1 (stereo not drawn)	11%	6%	-9	-7%	-2	?
Cc1cccc(C)c1NC(=O)CSc1nc2ccccc2c(=O)[nH]1	0.41µM*	-10%	-3	0%	-1	?
CC(C)(C)SCCNC(=O)/C=C/c1ccc(F)cc1	-5%	-6%	115*	?	51*	3%
CCCc1cc(Nc2ccccc2C)n2ncnc2n1	?	-14%	/	-7%	-3	14%
Cn1c(Cc2cccs2)nnc1SCC(=O)Nc1ccccc1	?	/	-7	62%[activator]	-1	5%
CC(=O)Nc1ccc(NC(=O)C(Cc2ccccc2)NC(=O)C2CCCCC2)cc1 (stereo not drawn)	?	-1%	-11	?	-6	2%
Cc1c(Cl)cccc1NC(=O)Cn1cc(C(F)(F)F)cc(Cl)c1=O	?	3%	43	?	-2	1%
CCCCCc1c(C)nc(Nc2nc(C)c3cc(OC)ccc3n2)[nH]c1=O	?	-4%	-7	29%	14	11%
O=C(Cc1ccccc1Cl)N1CCN(c2ncccn2)CC1	6%	4%	16	15%	7	1%
NNC(=O)c1ccc(CSc2nc3ccccc3s2)cc1	-20%	-4%	54*	5%	14	-17%
Nc1ccccc1NC1CCCCC1	?	?	24	-19%	13	?
CCOC(=O)CC(NC(C)=O)c1ccc([N+](=O)[O-])cc1 (stereo not drawn)	?	4%	-3	-6%	-3	16%
Cc1ccc(NNC(=O)c2cccs2)cc1Cl	14%	-3%	22	33%	10	2%
